RTF Ca sens inh: cardiac RTF calcium sensitivity inhibitors, primary screen, biochemical, IANBD-TnC fluorescence, EC70 calcium. actives 0.12% (n = 340,000). Troponin I, cardiac muscle (Homo sapiens) + Troponin T, cardiac muscle (Homo sapiens) + …. IANBD-labeled cardiac RTF, Ca2+ fluorescence. AID 493244, 2011. inhibition, % at 7.15 µM;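 active = inhibition above the mean inhibition of all tested compounds plus 3 SD, cut at about 17% in these data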;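 note: assay run at fixed EC70 calcium of 1.6 mM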
Arrestin-AP2 inh: inhibitors of beta-arrestin/AP2 binding, primary screen, biochemical, GPCR trafficking, flow cytometry. beta-arrestin 1 C-terminal peptide binding to AP2 beta2-adaptin appendage (human). inhibition, % at 10 µM. AID 504490, 2011. actives 0.31% (n = 340,000). FITC-arrestin peptide / GST-AP2 beads; AP2 beta2 appendage carries R879A mutation;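 active = inhibition above a set limit, near 3 SD of compounds lacking own fluorescence, cut at about 54% in these data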;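 note: plate controls were DMSO wells for no effect and 5 µM unlabelled arrestin peptide for full effect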
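Material – GST-tagged AP2 beta2-adaptin appendage (R879A) on 4 µm glutathione beads · Probe or stimulus – fluorescein-tagged arrestin peptide at 50 nM final · Timing – 12 min plus 1 h, RT · Detection – bead flow cytometry, FITC channel · Read-out basis – inhibition as reduced fluorescein signal on beads, percent · Medium – PBS plus Tween 20 (0.05%) and BSA (0.1%)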
PKA-R2B activ: activators of PKA-R2B holoenzyme, primary screen, biochemical, fluorescence polarization, Cy5-IP20, human | cAMP-dependent protein kinase catalytic subunit beta (Homo sapiens) + cAMP-dependent … | PKA-R2B holoenzyme dissociation; R2B truncated from residue 108, S112A mutant; 0% DMSO only, 100% 113 µM cGMP | activation, % at 11.4 µM | actives 0.079% (n = 340,000) | AID 504700, 2011;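 active = activation above a cutoff set at the mean over all compounds plus 3 SD, cut at about 18% in these data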;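 note: higher means more holoenzyme dissociation and a rise in polarization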
Target sequence (P31323 whole entry, looked up, other chains not shown, the tested form may be a part): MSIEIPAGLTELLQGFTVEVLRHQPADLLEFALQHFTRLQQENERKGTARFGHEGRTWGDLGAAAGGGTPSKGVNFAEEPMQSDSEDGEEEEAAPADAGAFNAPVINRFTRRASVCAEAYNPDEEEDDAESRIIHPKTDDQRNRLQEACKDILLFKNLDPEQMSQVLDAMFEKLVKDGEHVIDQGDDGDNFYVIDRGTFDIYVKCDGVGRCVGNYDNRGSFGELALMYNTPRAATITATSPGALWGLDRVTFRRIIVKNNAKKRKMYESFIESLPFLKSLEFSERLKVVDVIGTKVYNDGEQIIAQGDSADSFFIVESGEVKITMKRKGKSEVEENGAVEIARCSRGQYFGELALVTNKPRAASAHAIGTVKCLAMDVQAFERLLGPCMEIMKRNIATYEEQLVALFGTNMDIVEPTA
LANA DNA inh: inhibitors of KSHV C-LANA binding to DNA, primary screen, biochemical, fluorescence polarization, FAM-LBS DNA, MBP-C-LANA, single point; Kaposi's sarcoma herpesvirus LANA C-terminal domain (residues 932-1162) DNA binding; actives 0.078% (n = 340,000); inhibition, % at 9 µM;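 active = highest replicate inhibition at or above 60% at 9 µM, even if other replicates fall short; inactive = all replicates below 60% inhibition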;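 note: 0% = neutral control wells and 100% = 4 µM acridine orange control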
SR-BI DiI inh: inhibitors of SR-BI mediated HDL lipid uptake, primary screen, ldlA[mSR-BI] cells, fluorescence, single point. Scavenger receptor class B member 1 (Mus musculus), Q61009. ldlA[mSR-BI] CHO cells, DiI-HDL uptake fluorescence, 3 h. inhibition, % at 12.5 µM. actives 0.96% (n = 320,000). AID 488896, 2010;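 active = mean replicate inhibition of at least 70% and a set share of replicates each scoring 70 or more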;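 note: 0% = median of neutral control wells and 100% = median of positive control wells; values of inactives mirror those of a sister screen read the other way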
SR-BI uptake up: activators of SR-BI mediated DiI-HDL uptake, primary screen, ldlA[mSR-BI] CHO cells, DiI fluorescence; 3 h; 100 = double the neutral-control signal; activation, % at 12.5 µM; actives 0.096% (n = 320,000); AID 504775, 2011;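 active = mean replicate activation of at least 60% and every replicate at or above 60%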;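 note: 0% = median plate neutral-control signal and 100% = twice that signal; values of inactives mirror those of a sister screen read the other way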
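Material – SR-BI-overexpressing, LDLR-lacking CHO cells · Medium – BSA-supplemented, HEPES-buffered Ham's F12, pH 7.4 · Doses – single concentration · Times – compound with DiI-HDL co-incubation, 3 h at 37 °C · Measured by – bottom-read fluorescence, 550/595 nm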
Keap1-Nrf2 PPI: Keap1-Nrf2 protein-protein interaction inhibitors, primary screen, biochemical, fluorescence polarization, single point | Kelch-like ECH-associated protein 1 (Homo sapiens), Q14145 | Keap1 Kelch-Nrf2 peptide fluorescence polarization, 1536-well | inhibition, % at 9.4 µM | actives 0.15% (n = 340,000) | AID 504523, 2011; in the data active = inhibition above about 12%;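 note: human Keap1 Kelch domain with fluorescein labeled Nrf2 9mer peptide probe; 0% = neutral control wells and 100% = peptide positive control; higher means more block of Keap1 binding to Nrf2 peptide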
DAGLB inhibitor: DAGLB lipase inhibitors, primary screen, biochemical, fluorescence, HTS. HEK293T DAGLB membrane lysate, EnzChek fluorogenic substrate. inhibition, % at 5.17 µM. Diacylglycerol lipase-beta (Homo sapiens), Q8NCG7. actives 0.059% (n = 340,000); in the data active = inhibition above about 34%;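 note: 0% = enzyme with vehicle and 100% = wells lacking enzyme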
Target sequence (Q8NCG7 whole entry, looked up): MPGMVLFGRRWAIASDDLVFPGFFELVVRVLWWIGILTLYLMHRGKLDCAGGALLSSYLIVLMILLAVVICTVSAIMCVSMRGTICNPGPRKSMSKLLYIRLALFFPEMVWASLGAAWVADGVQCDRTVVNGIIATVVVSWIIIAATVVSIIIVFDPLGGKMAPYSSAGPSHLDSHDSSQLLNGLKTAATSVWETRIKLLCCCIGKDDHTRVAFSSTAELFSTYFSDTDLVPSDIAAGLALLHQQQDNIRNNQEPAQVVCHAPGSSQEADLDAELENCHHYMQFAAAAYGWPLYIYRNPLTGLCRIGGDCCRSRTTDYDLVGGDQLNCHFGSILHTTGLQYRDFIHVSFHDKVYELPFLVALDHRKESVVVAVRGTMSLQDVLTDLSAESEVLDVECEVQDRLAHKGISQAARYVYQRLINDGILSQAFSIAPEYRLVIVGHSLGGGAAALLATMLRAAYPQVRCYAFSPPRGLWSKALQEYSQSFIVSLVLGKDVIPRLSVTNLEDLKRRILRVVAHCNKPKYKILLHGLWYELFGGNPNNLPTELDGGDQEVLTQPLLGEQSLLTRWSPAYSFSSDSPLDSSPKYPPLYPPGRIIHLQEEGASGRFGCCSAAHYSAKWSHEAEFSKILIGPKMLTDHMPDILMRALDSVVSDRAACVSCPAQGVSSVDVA
PvdQ acylase: P. aeruginosa PvdQ acylase inhibitors, primary screen, biochemical, fluorescence, plate reader and imaging, single point | actives 0.063% (n = 340,000) | inhibition, % at 10 µM | purified PvdQ acylase | PvdQ acylase [Pseudomonas aeruginosa LESB58]; in the data active = inhibition above about 30%, passing the limit was not always enough;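 note: 0% = vehicle neutral wells and 100% = reference inhibitor wells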
NSD2 HMT inh: NSD2 histone methyltransferase inhibitors, primary screen, biochemical, AlphaScreen, single concentration, set 2; Histone-lysine N-methyltransferase NSD2 (Homo sapiens), O96028; NSD2 peptide methylation, 120 min; inhibition, % at 12.5 µM; actives 0.54% (n = 310,000); AID 743445, 2014; in the data active = inhibition above about 50%
Active calls of the source: *; · = no result given.

1: Cc1cc(OCC(=O)NNC(=O)CCc2ccccc2)ccc1Br
2: O=C(c1ccco1)c1n[nH]nc1-c1ccccc1
3: CN1CCN(C(=O)C2(NC(=O)Nc3ccccc3Cl)CCCCC2)CC1
4: O=C(COC(=O)c1cccnc1Cl)c1ccc(Cl)s1
5: CCn1c(NC(C)=O)nc2ccccc21
6: O=C(CSc1nnc2c(n1)[nH]c1ccccc12)Nc1nncs1

screen / no.	1	2	3	4	5	6
RTF Ca sens inh	7	-26	-11	11	1	7
Arrestin-AP2 inh	5	-6	4	8	-5	-4
PKA-R2B activ	2	3	6	-11	-11	-3
LANA DNA inh	1.6	2.3	-1.2	-0.7	0.7	0.7
SR-BI DiI inh	-3	-21	·	0	·	1
SR-BI uptake up	3	21	·	0	·	-1
Keap1-Nrf2 PPI	2	-2	1	-2	5	2
DAGLB inhibitor	1	2	-3	-3	1	1
PvdQ acylase	-9	3	-14	7	-11	-12
NSD2 HMT inh	-1	3	1	-2	-12	·

7: O=C(NC1=NCCS1)c1csc2ccccc12
8: Cc1ccc(S(=O)(=O)N2CCOCC2)cc1C(=O)Nc1ccc2c(c1)OCCO2
9: CN1CCN(S(=O)(=O)c2cccc(C(=O)N(Cc3nnc(-c4ccccc4Cl)o3)C3CC3)c2)CC1
10: O=C(CNC(=O)c1ccccc1)NCc1ccc(Cl)cc1
11: Cc1cccc(C)c1Nc1nnc(SCC(=O)Nc2ncc(C(F)(F)F)cc2Cl)s1
12: CCOC(=O)N1CCN(C(=O)CN(c2ccc(OCC)cc2)S(C)(=O)=O)CC1

screen / no.	7	8	9	10	11	12
RTF Ca sens inh	-8	-5	-3	-2	-10	-1
Arrestin-AP2 inh	23	15	0	7	16	4
PKA-R2B activ	1	-7	0	-11	3	-2
LANA DNA inh	-2.3	0.6	0.9	-0.7	-2.6	0.1
SR-BI DiI inh	2	-21	-4	-51	7	8
SR-BI uptake up	-2	21	4	51	-7	-8
Keap1-Nrf2 PPI	-5	0	3	4	1	-2
DAGLB inhibitor	-2	-1	-1	0	1	-1
PvdQ acylase	4	2	-16	-6	-1	-6
NSD2 HMT inh	70*	4	-1	-4	1	-2

13: O=C(COC(=O)c1nc(Cl)ccc1Cl)NCc1ccccc1
14: Cc1ccc(N(C)C(=O)CCNC(=O)Cn2cnc3ccccc3c2=O)cc1C
15: CCCCn1nnnc1SCC(=O)Nc1ccc2c(c1)OCCO2
16: CC(C(=O)O)n1c2ccccc2c2cn[nH]c(=O)c21 (centres undefined)
17: CCOc1ccc(OCCCCN(C)C)cc1
18: CCCc1cc(C(=O)Nc2nccs2)cs1

screen / no.	13	14	15	16	17	18
RTF Ca sens inh	-2	-4	-6	-14	-3	-8
Arrestin-AP2 inh	6	0	14	13	-3	28
PKA-R2B activ	-9	5	-4	6	-8	-4
LANA DNA inh	0.1	-1.9	-0.4	-1.9	0.5	0.8
SR-BI DiI inh	-7	-11	1	-12	·	-6
SR-BI uptake up	7	11	-1	12	·	6
Keap1-Nrf2 PPI	-1	-5	4	-4	-2	-1
DAGLB inhibitor	-1	-3	-2	0	1	2
PvdQ acylase	-10	-11	2	4	-7	6
NSD2 HMT inh	-1	-1	-4	-5	0	6

19: Cc1cc2nc3c(nc2cc1C)C(O)=C3O
20: Nc1c(C(=O)Nc2ccccc2F)sc2nc(-c3cccnc3)ccc12
21: N#CCSc1nc2ccccc2c(=O)n1CC1CCCC1
22: COc1ccc(-c2csc3ncnc(N4CCN(S(=O)(=O)c5cccs5)CC4)c23)cc1
23: CCOc1ccc2cc(S(=O)(=O)N3CCCCC3)ccc2c1
24: CC1(C)CN(C(Cc2ccccc2)C(N)=O)C1=O (centres undefined)

screen / no.	19	20	21	22	23	24
RTF Ca sens inh	-7	3	1	-5	-1	1
Arrestin-AP2 inh	16	19	14	-18	1	-3
PKA-R2B activ	-3	-9	-12	0	-5	2
LANA DNA inh	1.5	-0.8	1.6	-1.2	-2.3	-2.7
SR-BI DiI inh	-2	17	14	26	-12	-7
SR-BI uptake up	2	-17	-14	-26	12	7
Keap1-Nrf2 PPI	-11	3	-10	-8	1	-6
DAGLB inhibitor	-9	-2	-3	-1	-8	-2
PvdQ acylase	4	-4	10	-12	-8	-13
NSD2 HMT inh	0	-3	-1	-2	-2	0

25: COc1ccc(-c2nc[nH]c2[N+](=O)[O-])cc1
26: CC(C)C[C@H](N)C(=O)N1CCC(C(=O)N[C@H](C(=O)NCc2ccc(F)cc2)C(C)C)CC1
27: CCOc1cccc(C2NC(=S)NC(C)=C2C(=O)Nc2ccccc2)c1 (centres undefined)
28: COc1ccc2cc(-c3ccn[nH]3)ccc2c1
29: O=C(Nc1ccccc1)N(CCN1CCOCC1)Cc1cccc(Cl)c1
30: COc1ccc(OC)c(C(=O)NC(CC(N)=O)c2ccc(NCCN3CCOCC3)c([N+](=O)[O-])c2)c1 (centres undefined)

screen / no.	25	26	27	28	29	30
RTF Ca sens inh	2	-10	-3	-11	-1	-14
Arrestin-AP2 inh	50	-3	-7	-1	2	-1
PKA-R2B activ	-12	0	-2	-6	9	-6
LANA DNA inh	2.6	-0.7	-0.4	-1.5	-7.9	1.6
SR-BI DiI inh	-14	2	-1	10	-3	-6
SR-BI uptake up	14	-2	1	-10	3	6
Keap1-Nrf2 PPI	2	-7	1	-5	10	-9
DAGLB inhibitor	0	-3	1	-3	-3	1
PvdQ acylase	1	-21	-2	-16	8	-7
NSD2 HMT inh	-3	·	1	3	-2	·

31: O=C(Oc1cccc(C(=S)N2CCOCC2)c1)c1ccc([N+](=O)[O-])cc1
32: CCC1(C)Cc2ccccc2-c2c1c(=O)n(-c1ccc(C)cc1)c1nnnn21 (centres undefined)
33: Cc1ccc(CNC(=O)c2c(C)cc(=O)oc2C)cc1
34: O=c1cc(N2CCCCC2)c(-c2ccccc2)n[nH]1
35: CCC1(C(=O)OC)NC(c2ccco2)C2C(=O)N(c3ccc(C)cc3)C(=O)C21 (centres undefined)
36: CC(NC(=O)CN1C(=O)NC2(CCCCC2C)C1=O)c1ccccc1 (centres undefined)

screen / no.	31	32	33	34	35	36
RTF Ca sens inh	6	1	-6	-5	9	-2
Arrestin-AP2 inh	-6	2	4	4	2	24
PKA-R2B activ	7	6	0	-1	1	-6
LANA DNA inh	0.1	0.1	0.6	0.0	1.2	-0.1
SR-BI DiI inh	·	19	-40	-4	-158	-4
SR-BI uptake up	·	-19	40	4	158*	4
Keap1-Nrf2 PPI	1	-4	-4	-3	-2	1
DAGLB inhibitor	2	-2	-2	-2	2	-5
PvdQ acylase	-10	-8	-5	-16	-16	1
NSD2 HMT inh	0	0	-1	0	1	-3

Taken from above.
SR-BI uptake up result of cpd 33 reads 40
Keap1-Nrf2 PPI result of cpd 32 reads -4

Next part:
37: O=C(c1cc(=O)[nH]c2ccccc12)N(Cc1nnc(-c2ccccc2Cl)o1)C1CC1
38: COc1ccc(C(=O)N2CCN(C(=O)c3ccncc3)CC2)cc1
39: O=C(NCCCCc1ccccc1)C12CN(Cc3ccccc3)CC1C(c1ccc([N+](=O)[O-])cc1)=NO2 (centres undefined)
40: Cc1ccn2c(c1)nc(=O)c1cc(S(=O)(=O)N3CCCCC3)ccc12
41: Cc1cccc(C)c1OCC(=O)N/N=C/c1ccncc1
42: COc1cc2c(cc1OC)C1=C(C#N)CN(C3CCCCC3)CN1CC2

screen / no.	37	38	39	40	41	42
RTF Ca sens inh	4	-8	0	-4	-5	-3
Arrestin-AP2 inh	-5	-4	-7	6	7	3
PKA-R2B activ	2	-3	0	-7	-2	-1
LANA DNA inh	0.0	-1.6	-2.1	-1.1	-1.8	-0.1
SR-BI DiI inh	32	-12	25	14	-23	-2
SR-BI uptake up	-32	12	-25	-14	23	2
Keap1-Nrf2 PPI	-4	-2	-6	-6	-4	0
DAGLB inhibitor	4	-1	-10	1	1	5
PvdQ acylase	-6	-15	-20	-24	1	-5
NSD2 HMT inh	5	-3	·	0	-1	·

An excerpt of these results, with values under each structure:
Order of values – RTF Ca sens inh	Arrestin-AP2 inh	PKA-R2B activ	LANA DNA inh	SR-BI DiI inh	SR-BI uptake up	Keap1-Nrf2 PPI	DAGLB inhibitor	PvdQ acylase	NSD2 HMT inh
37) O=C(c1cc(=O)[nH]c2ccccc12)N(Cc1nnc(-c2ccccc2Cl)o1)C1CC1
  4	-5	2	0.0	32	-32	-4	4	-6	5
41) Cc1cccc(C)c1OCC(=O)N/N=C/c1ccncc1
  -5	7	-2	-1.8	-23	23	-4	1	1	-1
39) O=C(NCCCCc1ccccc1)C12CN(Cc3ccccc3)CC1C(c1ccc([N+](=O)[O-])cc1)=NO2 (centres undefined)
  0	-7	0	-2.1	25	-25	-6	-10	-20	·

The listing continues.
43: COc1cccc(CN(C)C(=O)CCN=C2NS(=O)(=O)c3ccccc32)c1
44: CCCn1c(C(C)Nc2nc(-c3cccc(Br)c3)cs2)nc2ccccc21 (centres undefined)
45: Cn1c(C(=O)OC(C(=O)NC2CCCCC2)c2ccccn2)cc2sccc21 (centres undefined)
46: COc1cc(CNC2CCCCCCC2)ccc1OCC(N)=O

screen / no.	43	44	45	46
RTF Ca sens inh	-5	-4	7	-2
Arrestin-AP2 inh	-5	-5	3	32
PKA-R2B activ	3	1	-5	4
LANA DNA inh	-1.2	-1.1	0.9	-1.8
SR-BI DiI inh	-18	25	-15	-2
SR-BI uptake up	18	-25	15	2
Keap1-Nrf2 PPI	-8	0	-3	2
DAGLB inhibitor	-1	-2	-3	-2
PvdQ acylase	-10	-9	-8	4
NSD2 HMT inh	-1	·	-1	-3
